# Compound activity deposited in PubChem BioAssay by several laboratories.
# Bcl-B displacement = displacers of TR3 peptide from Bcl-B, primary screen, selectivity assay for Bfl-1 inhibitor project, biochemical, fluorescence polarization | FP displacement of FITC-TR3 peptide from Bcl-B; higher % means a stronger effect | displacement, % at 20 µM; hits with a dose series show IC50 in µM | actives 0.11% (n = 96,000) | AID 748;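 active = displacement above 50% at 20 µM plus a fluorescence interference ratio under 1.5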;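 also: plate controls were wells without compound for no effect and wells lacking Bcl-B protein for full effect; a part of the inactive calls stands beside numbers as strong as those of hits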
# IL1B NFkB inh = blocks IL-1B driven NFkB nuclear translocation in HUVEC cells. actives 0.43% (n = 94,000). AID 796. inhibition, % at 2 µM. HUVEC IL-1B NFkB p65 nuclear translocation imaging;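 active = inhibition above about 30% together with a positive call from visual inspection of the well image, limit read from the data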;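 also: nuclear over cytoplasmic p65 intensity ratio measured by imaging; 0% = IL-1B stimulated DMSO wells and 100% = unstimulated DMSO wells; values of inactives mirror those of a sister screen read the other way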
# PLAP inhibitors HTS = inhibition of human placental alkaline phosphatase – biochemical, luminescence, HTS (AID 690); one-dose inhibition, % at 20 µM; IC50 in µM for titrated hits; purified PLAP, luminescent substrate; higher % means a stronger effect; actives 0.08% (n = 96,000); in the data active = a potency from the dose series; inactive = the rest, 99 in 100 with inhibition below about 30%; also: strong numbers were not always called active
# NFkB transloc pot = enhances IL-1B driven NFkB nuclear translocation; HUVEC IL-1B NFkB p65 nuclear translocation imaging; activation, % at 2 µM; actives 0.3% (n = 94,000); AID 819;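 active = activation above 40%, about the mean plus 3 SD, also judged a hit on visual image review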;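 also: percent activation is computed from the nuclear over cytoplasmic p65 intensity ratio; values of inactives mirror those of a sister screen read the other way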
# MRP reversal = reverses drug resistance mediated by MRP | actives 0.04% (n = 85,000) | differential viability (reversal), % at 10 µM | H69AR cells + 2 uM doxorubicin, CellTiter-Glo, 72 h;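 active = viability drop by adding the cancer drug above about 55%, with treated viability meeting a 40% cutoff, limit read from the data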;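 also: viability without doxorubicin minus viability with 2 µM doxorubicin for each compound; larger differential means the compound sensitizes cells more to doxorubicin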
# MRP reversal cytotoxicity = second read-out of MRP reversal, no call of its own (marks repeat the call); viability, %; H69AR cells, CellTiter-Glo, 72 h; measured here: cytotoxicity without doxorubicin
# MRP reversal with doxorubicin = recorded beside MRP reversal, whose call it bears; viability, %; measured here: viability with 2 uM doxorubicin; hits give low values
# IL1B NFkB inh cell count 2 µM = further read-out of IL1B NFkB inh, marked with its call; cell count; measured here: cells passing quality filter;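 raw number of nuclei counted in each imaged well without normalization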
# NFkB transloc pot cell count 2 µM = further read-out of NFkB transloc pot, marked with its call; cell count; measured here: cells passing quality filter
# Numbers without * were called inactive; / = no result given.
SMILES,Bcl-B displacement,IL1B NFkB inh,IL1B NFkB inh cell count 2 µM,PLAP inhibitors HTS,NFkB transloc pot,NFkB transloc pot cell count 2 µM,MRP reversal,MRP reversal cytotoxicity,MRP reversal with doxorubicin
COc1ccc(OC2C(=O)N(Cc3ccc4c(c3)OCO4)C2c2sccc2C)cc1 (configuration not stated),-7%,2,110,10%,-2,110,/,/,/
CC1CC(C)CN(CC(=O)N2CCCc3c2c(=O)oc2ccc(OCc4ccccc4)cc32)C1 (configuration not stated),-18%,-17,158,-75%,8,74,11,90,79
O=c1c2ccccc2nnn1CSc1ccc2c(c1)OCCO2,-10%,2,106,13%,-2,106,5,99,94
O=C(Nc1ccc(Cl)cc1)C1CCC(=O)N1Cc1ccccc1Cl (configuration not stated),-10%,-1,153,-3%,1,153,/,/,/
O=C(Cc1cccs1)NCCn1ccc2ccccc21,1%,/,/,10%,/,/,13,102,88
COCCn1c(SCC(=O)c2ccc3c(c2)OCCO3)nnc1-c1ccoc1C,-12%,24,194,-25%,-23,194,-2,81,83
O=C(NCc1cccs1)C1CCN(S(=O)(=O)c2cccc3nsnc23)CC1,-5%,-11,164,-2%,11,164,6,93,87
Cn1c(=O)c2c(ncn2CC(=O)Nc2ccc(Cl)cc2Cl)n(C)c1=O,-5%,-28,131,-12%,28,131,8,94,87
O=C(Nc1ccc(-n2cnnn2)cc1)C1CCCN1C(=O)NC1CCCCC1 (configuration not stated),-2%,-9,152,-1%,9,152,21,111,90
COCCOC(=O)C1=C(C)NC2=C(C(=O)CC(C)(C)C2)C1c1ccc2c(c1)OCO2 (configuration not stated),6%,-9,124,-63%,9,124,-6,94,101
Cc1ccc(-c2cc(C(=O)NCc3cnn(C)c3C)c3cc(Br)ccc3n2)cc1,-5%,-9,198,12%,9,198,/,/,/
CCOC(=O)CSc1nc2c(c(=O)n(C)c(=O)n2C)n1CCCc1ccccc1,-2%,-8,119,-55%,7,119,24,102,79
COc1nc2c(C)cccc2cc1-c1noc(-c2ccncc2)n1,-31%,/,/,-10%,/,/,-1,70,72
CCCCCNC(=O)Cc1ccc(OC)cc1,-6%,/,/,5%,/,/,10,96,86
COc1ccc(C(=O)Nc2ccc(S(=O)(=O)NC(C)=O)cc2)cc1,13%,-12,191,6%,12,191,-6,85,91
CC(Oc1ccccc1)c1ccnn1S(=O)(=O)c1ccccc1 (configuration not stated),-1%,3,158,10%,-3,158,/,/,/
CC(C)NC(=O)C1CC(=O)N(C(C)c2ccccc2)C1 (configuration not stated),8%,-14,150,-4%,14,150,6,98,92
COC(=O)C1C(=O)C2=C(CC1C)NC(C)=C(C(=O)OC1CCCCC1)C2c1ccc(N(C)C)cc1 (configuration not stated),/,13,86,/,-13,86,3,80,77
CC1CCN(c2ncnc3nc[nH]c23)CC1,-1%,-15,198,-67%,15,198,0,83,83
CC1(C)CC(=O)c2c(Cc3ccccc3)n[nH]c2C1,6%,3,133,-51%,-3,133,12,89,76
Cc1cc(NC(=O)c2cccc(F)c2)no1,-3%,-15,71,1%,15,71,-8,86,94
O=C(COc1ccccc1Cl)Nc1ccc(Cl)cn1,-12%,/,/,12%,/,/,-14,85,99
NC(=O)C1(N2CCCCC2)CCN(C(=O)CSc2nc3ccccc3o2)CC1,/,-6,145,/,6,145,/,/,/
Cc1ccccc1OCC(O)Cn1c(=N)n(CCN2CCOCC2)c2ccccc21 (configuration not stated),-2%,-1,94,-78%,1,94,9,81,72
Cc1oc(-c2ccc(Cl)cc2)nc1CN1CCC(C(=O)NCc2ccco2)CC1,-8%,-6,214,-46%,6,214,-3,82,85

# Sorted by SMILES length (ascending): six of the compounds above.
SMILES,Bcl-B displacement,IL1B NFkB inh,IL1B NFkB inh cell count 2 µM,PLAP inhibitors HTS,NFkB transloc pot,NFkB transloc pot cell count 2 µM,MRP reversal,MRP reversal cytotoxicity,MRP reversal with doxorubicin
Cc1cc(NC(=O)c2cccc(F)c2)no1,-3%,-15,71,1%,15,71,-8,86,94
O=C(Nc1ccc(Cl)cc1)C1CCC(=O)N1Cc1ccccc1Cl (configuration not stated),-10%,-1,153,-3%,1,153,/,/,/
COCCn1c(SCC(=O)c2ccc3c(c2)OCCO3)nnc1-c1ccoc1C,-12%,24,194,-25%,-23,194,-2,81,83
NC(=O)C1(N2CCCCC2)CCN(C(=O)CSc2nc3ccccc3o2)CC1,/,-6,145,/,6,145,/,/,/
Cc1ccc(-c2cc(C(=O)NCc3cnn(C)c3C)c3cc(Br)ccc3n2)cc1,-5%,-9,198,12%,9,198,/,/,/
CC1CC(C)CN(CC(=O)N2CCCc3c2c(=O)oc2ccc(OCc4ccccc4)cc32)C1 (configuration not stated),-18%,-17,158,-75%,8,74,11,90,79

# Reprinted at random: 2 records from the list.
SMILES,Bcl-B displacement,IL1B NFkB inh,IL1B NFkB inh cell count 2 µM,PLAP inhibitors HTS,NFkB transloc pot,NFkB transloc pot cell count 2 µM,MRP reversal,MRP reversal cytotoxicity,MRP reversal with doxorubicin
COC(=O)C1C(=O)C2=C(CC1C)NC(C)=C(C(=O)OC1CCCCC1)C2c1ccc(N(C)C)cc1 (configuration not stated),/,13,86,/,-13,86,3,80,77
Cc1cc(NC(=O)c2cccc(F)c2)no1,-3%,-15,71,1%,15,71,-8,86,94

# The results go on:
SMILES,Bcl-B displacement,IL1B NFkB inh,IL1B NFkB inh cell count 2 µM,PLAP inhibitors HTS,NFkB transloc pot,NFkB transloc pot cell count 2 µM,MRP reversal,MRP reversal cytotoxicity,MRP reversal with doxorubicin
COC(=O)[C@H](Cc1ccccc1)NC(=O)N1CCN(Cc2ccccc2)CC1,6%,17,82,-35%,-17,82,7,86,79
COCCNC(=O)C1c2ccccc2C(=O)N(CCOC)C1c1ccc(F)cc1 (configuration not stated),9%,-4,114,-6%,4,114,4,100,96
COc1cc(OC)cc(C(=O)N2c3ccc(F)cc3CCC2C)c1 (configuration not stated),0%,-9,144,-11%,9,144,-2,88,90
Cc1ccc(C)c(NC(=O)CSc2nnc(-c3ccco3)o2)c1,1%,/,/,-5%,/,/,2,96,94
COc1ccc(CN2C(=O)c3cccnc3C2Nc2ccc(OC)c(Cl)c2)cc1 (configuration not stated),-4%,/,/,-9%,/,/,-1,98,99
COc1cc(Br)c(CC(=O)O)cc1OC,4%,/,/,-3%,/,/,-9,88,97
COC(=O)C1=C(C)N(C)C(=O)NC1c1ccc(C)cc1 (configuration not stated),1%,1,136,2%,-1,136,-17,96,112
CCCS(=O)(=O)N1CCCC(c2nc(-c3ccc(OC)cc3)no2)C1 (configuration not stated),-2%,-5,166,9%,5,166,21,104,82
O=C(NCCN1CCc2ccccc2C1)Nc1ccc(F)cc1,-1%,/,/,-5%,/,/,14,102,88
CC(=O)N=C1SC2CS(=O)(=O)CC2N1c1ccccc1Cl (configuration not stated),-1%,15,144,9%,-15,144,8,105,97
O=C(C1CC(c2ccccc2O)=NO1)N1CCCC1 (configuration not stated),-10%,-4,170,5%,4,170,13,94,81
CCS(=O)(=O)N1CCC(C(=O)NCc2ccc(F)cc2Cl)CC1,4%,-8,171,-4%,8,171,19,110,91
COc1ccc(OC)c(NC(=O)C2CCCN(S(=O)(=O)c3cccc4nonc34)C2)c1 (configuration not stated),-5%,-10,146,21%,10,146,-5,56,62
Cc1cc2ccccc2n1CCNC(=O)Cc1ccccc1,14%,-17,184,-22%,17,184,10,92,82
O=C(O)CCCCCCCCCC(=O)c1cccs1,13%,-1,170,-27%,1,170,-7,86,94
NC1=NC(c2ccc(F)cc2)n2c(nc3ccccc32)N1 (configuration not stated),12%,10,115,-89%,-10,115,12,99,87
COc1ccc(C2CC(=O)C3=C(C2)Nc2ncnn2C3c2ccccc2C)c(OC)c1 (configuration not stated),1%,/,/,-8%,/,/,33,75,42
O=C(Cn1c(=O)oc2cc(S(=O)(=O)N3CCCC3)ccc21)NC1CCCc2ccccc21 (configuration not stated),-20%,/,/,-274%,/,/,5,96,91
CCCCCCCCn1c(=O)c(C(=O)OCC)c(O)c2ccccc21,10%,-3,153,-65%,3,153,6,94,88
Cc1c(NC(=O)C2(c3ccccc3)CCCC2)c(=O)n(-c2ccccc2)n1C,-4%,6,175,-15%,-6,175,11,112,101
Cc1c(NC(=O)Nc2ccc3c(c2)OCO3)c(=O)n(-c2ccccc2)n1C,0%,-18,135,14%,18,135,9,99,90
O=C(CN(Cc1ccccc1F)C(=O)Cn1nnc(-c2cccs2)n1)NC1CCCCC1,2%,-8,153,-5%,8,153,19,95,76
C/C=C(/C)C(=O)OC1c2c(ccc3ccc(=O)oc23)OC(C)(C)C1OC(C)=O (configuration not stated),/,-17,147,/,17,147,-19,59,77
Cc1nnc(SCC(=O)N2CCN(c3ccccc3)CC2)n1-c1ccccc1,-3%,16,143,-13%,-16,143,15,96,81
Cc1ccc(N2CCN(C(=O)N3CCCC3)CC2)cc1Cl,-18%,-11,119,-25%,11,119,-7,76,83
SMILES,Bcl-B displacement,IL1B NFkB inh,IL1B NFkB inh cell count 2 µM,PLAP inhibitors HTS,NFkB transloc pot,NFkB transloc pot cell count 2 µM,MRP reversal,MRP reversal cytotoxicity,MRP reversal with doxorubicin
Oc1ccccc1-c1cc(C(F)(F)C(F)F)nc(-c2ccccc2)n1,7%,4,195,13%,-4,195,2,88,86
C/C=C/C=[N+](\[O-])C(C)/C(=N/O)c1ccc(F)cc1 (configuration not stated),-1%,-9,116,-16%,9,116,2,88,86
COc1cc2c(cc1OC)C(CC#N)=NC(C)(C)C2,-13%,-17,211,-19%,17,211,20,96,76
OCCN(Cc1ccccc1)Cc1ccccc1F,0%,-27,134,16%,27,134,/,/,/
O=C(O)c1cn(-c2ccccc2)nc1-c1ccncc1,-17%,-20,152,8%,19,152,21,104,83
Cc1nc2ccc(F)cc2cc1C(=O)NC(C)C,-4%,-12,97,18%,12,97,-9,95,104
O=C(CSc1nnnn1-c1ccc2c(c1)OCCO2)OC1CCCCC1,-8%,-3,147,-1%,3,147,5,96,91
Cc1cc(OCC(=O)N2CCCC2)ccc1Cl,-7%,/,/,-18%,/,/,5,97,92
N#Cc1c(-c2ccccc2)cc(C2CC2)nc1SCC(=O)c1cccs1,0%,-12,182,3%,12,182,/,/,/
CCCc1nc(SCC(=O)Nc2ccccc2OC)c2c(=O)n(C)c(=O)n(C)c2n1,-5%,/,/,-25%,/,/,1,81,79
COC(=O)C1C2C=CC3(CN(c4ccc(Cl)c(F)c4)C(=O)C13)O2 (configuration not stated),-2%,/,/,4%,/,/,-5,96,102
Cc1snc(S(=O)(=O)Cc2c(Cl)cccc2Cl)c1C#N,0%,2,184,-12%,-2,184,/,/,/
CCOC(=O)Cn1c(=O)c2c(nc(Br)n2Cc2ccccc2Cl)n(C)c1=O,/,-1,106,/,1,106,21,53,32
Cc1cc2nc(C3CCN(CC4COc5ccccc5O4)CC3)[nH]c2cc1C (configuration not stated),3%,-2,166,-294%,2,166,3,33,31
CCN(CC)c1ccc(NC(=O)c2ccc(Cl)nc2)cc1,-16%,-33,159,8%,10,155,/,/,/
CCOc1nc(-c2ccc(OC)cc2)ccc1-c1noc(-c2ccncc2)n1,-25%,/,/,4%,/,/,/,/,/
Cc1ccc(-c2nc3ccsc3c(=O)o2)cc1,6%,/,/,8%,/,/,-9,81,90

# These rows are one share of the data (hit frequency here may not be typical).
